Screening results: PubChem BioAssay, National Center for Advancing Translational Sciences (NCATS)
Menin-MLL TR inh = inhibitors of human menin-MLL interaction, mutant MLL peptide | O00255 | Menin + Texas Red MLL mutant peptide, fluorescence polarization | Potency, µM (series often up to 61.6 µM), inactives show at the highest dose FP activity change, negative = inhibition, usual class: inhibitors | 270,000 tested, 0.23% active | AID 1768; active = well fitted inhibition curve with a large enough effect in the polarisation, with a control signal flat, not every such curve was filed as active; inconclusive = small, poorly fitted or top-dose-only effect, or effect the other way, or a change in a side signal; inactive = no such curve, though single readings can be large or run the other way; the % refers to the polarisation; also: potency is read from the fitted curve at half-maximal effect; % of control where 0% means no effect; many of its hits are not listed in these tables
FLuc modulator = counter-screen for miR-21 project: firefly luciferase inhibitors or activators; P08659; purified FLuc, Km substrates, luminescence inhibition; Potency, µM (top dose mostly 57.5 µM), without a hit: at the highest dose activity change, negative = inhibition, usual class: inhibitors; 360,000 tested, 6.9% active; AID 588342;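 also: potency is read from the fitted curve at half-maximal effect; plate controls were vehicle for no effect and reference inhibitor for full effect; nearly all actives have a fitted effect of over 55% in size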
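Purified P. pyralis luciferase (10nM final) with 10uM D-luciferin and 10uM ATP (Km levels) in 50mM Tris acetate pH 7.5, 10mM Mg acetate, 0.01% Tween-20, 0.05% BSA; qHTS 6-point titration, ~60 µM downward; luminescence read.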
VP16 counter = Gal4-VP16 reporter inhibition counter-screen | 310,000 tested, 3.5% active | Drosophila S2 Gal4-VP16 UAS-luciferase, luminescence, 20 h | Potency, µM (titrated, usually from 53.6 µM), inactives show top-dose activity, negative = inhibition, usual class: inhibitors;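 also: Gal4-VP16 expression switched on by copper sulfate through the metallothionein promoter; potency is read from the fitted curve at half-maximal effect; % is scaled to controls: 0 for no effect and ±100 for the full control effect; nearly all actives have a fitted effect of over 50% in size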
NPC1 promoter act = activates the NPC1 promoter | Potency, µM (doses to about 9.22 µM), inactives show at the highest dose activation, usual class: activators | Huh7 NPC1 promoter luciferase reporter, 24 h | 320,000 tested, 2.4% active | AID 485313;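 also: potency is read from the fitted curve at half-maximal effect; % of control where 0% means no effect; nearly all actives have a fitted effect of over 60% in size; reporter is driven by a mutant NPC1 promoter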
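Compounds in DMSO were transferred onto Huh7 NPC1-luciferase reporter cells pre-incubated 2 h; after 24 h at 37 °C, Amplite reagent was dispensed and luminescence recorded 10 min later.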
ELG1 DNA repair = ELG1-dependent DNA repair inhibition; HEK293T ELG1-luciferase reporter, luminescence, 16 h; DNA damage induced by 5-fluorouridine; Potency, µM (doses to about 46.1 µM), inactives show at the highest dose activity change, negative = inhibition, hits mostly inhibitors; 330,000 tested, 2.3% active; AID 504467; also: potency is read from the fitted curve at half-maximal effect; % is scaled to controls: 0 for no effect and ±100 for the full control effect; nearly all actives have a fitted effect of over 55% in size
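Reporter activity after DNA damage by 5-fluorouridine is monitored. Compound-treated cells incubate 16 hr at 37 °C, then ONE-Glo is added for 30 min before luminescence reading.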
MBNL1 CUG block = inhibitors of human MBNL1 binding to CUG repeat RNA; 280,000 tested, 0.036% active; AID 2675; Q9NR56; Potency, µM (titrated, usually from 57.5 µM), without a hit: top-dose activity change, negative = inhibition, most hits filed as inhibitors; TR-FRET MBNL1-His/biotin-(CUG)12 binding, 665/545 ratio; active = well fitted inhibition curve with a large enough effect in the signal ratio, with a control signal flat, not every such curve was filed as active; inconclusive = small, poorly fitted or top-dose-only effect, or effect the other way, or a change in a side signal; inactive = no such curve, though single readings can be large or run the other way; the % refers to the signal ratio; also: potency is read from the fitted curve at half-maximal effect; % is scaled to controls: 0 for no effect and ±100 for the full control effect
Target sequence (Q9NR56 whole entry, looked up): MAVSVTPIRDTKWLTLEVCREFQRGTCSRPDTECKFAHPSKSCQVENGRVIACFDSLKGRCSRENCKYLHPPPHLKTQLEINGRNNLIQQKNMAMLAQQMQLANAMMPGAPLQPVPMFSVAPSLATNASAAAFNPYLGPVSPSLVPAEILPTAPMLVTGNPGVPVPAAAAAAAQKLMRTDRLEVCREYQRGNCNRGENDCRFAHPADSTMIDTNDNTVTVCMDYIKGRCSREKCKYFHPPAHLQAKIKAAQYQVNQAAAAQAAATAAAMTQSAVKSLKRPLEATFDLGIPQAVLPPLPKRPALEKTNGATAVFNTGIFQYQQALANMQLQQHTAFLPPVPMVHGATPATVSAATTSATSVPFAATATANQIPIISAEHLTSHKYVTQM
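Compound titration spanned 92 nM–58 uM against the MBNL1-His/biotin-(CUG)12 complex. After 60 min at room temperature with 5 nM streptavidin-XL665 and 0.055 ng/ul terbium anti-His, ratiometric 665/545 nm emission (Ex 340 nm) normalized to controls.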
Mito fusion yeast = inhibitors of mitochondrial division or activators of mitochondrial fusion; S. cerevisiae fusion-defective mutant growth rescue, CellTiterGlo 48 h; Potency, µM (highest dose often 46.1 µM), for the others: at the highest dose growth rescue (activation), most hits filed as activators; 320,000 tested, 0.23% active;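 also: potency is read from the fitted curve at half-maximal effect; % of control where 0% means no effect; nearly all actives have a fitted effect of over 45% in size; temperature-sensitive fusion mutants such as fzo1-1 at 37 °C on non-fermentable ethanol glycerol medium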
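Compounds are tested for their ability to restore growth of mitochondrial fusion-defective yeast strains at non-permissive 37C in YPEG medium over 48 hours. Viability is quantified by luciferase luminescence.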
Rab9 promoter act = activators of Rab9 promoter; Huh7 Rab9 promoter-luciferase reporter, luminescence, 24 h; Potency, µM (titrated, usually from 9.22 µM), for the others: at the highest dose activation, negative = inhibition, actives largely listed as activators; AID 485297; 320,000 tested, 2.8% active; also: potency is read from the fitted curve at half-maximal effect; % of control where 0% means no effect; nearly all actives have a fitted effect of over 60% in size
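Luminescence from Amplite-detected luciferase (10 minutes, ambient) reports Rab9 promoter activation. Before that, stable Rab9-luciferase Huh7 cells (1500/well, reduced-serum OP-MEM I plus 10% FBS) were exposed to compound for 24 hours at 37C.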
KCNH2 3.1 inh = KCNH2 3.1 (human) potassium channel inhibition; U2OS KCNH2 3.1, thallium flux FluxOr; active compounds read low; activity change, % (tested at about 1.8 µM); 340,000 tested, 0.95% active; AID 720553;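 active = maximum activity change below -70%; inconclusive = maximum activity change from -70% to -50%; inactive = maximum activity change above -50%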;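 also: thallium influx rate constant from kinetic fluorescence after stimulation buffer; % is scaled to controls: 0 for no effect and ±100 for the full control effect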
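Thallium flux via FluxOr fluorescence (Red40 quencher, 45 min loading) in U2OS cells virally expressing the KCNH2 3.1 isoform (1.77 x 10^8 /mL virus, overnight at 37 C). Rate constants from 2-min kinetic reads post-stimulation, normalised to positive and negative controls.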
PKM2 act = PKM2 (human) enzyme activation; Potency, µM (doses to about 57.5 µM), for inactives: top-dose activation, actives largely listed as activators; P14618; 260,000 tested, 0.34% active; purified PKM2, Kinase-Glo ATP luminescence, activation; response scale: 0% is enzyme alone, no compound; also: potency is read from the fitted curve at half-maximal effect; % is scaled to controls: 0 for no effect and ±100 for the full control effect; nearly all actives have a fitted effect of over 55% in size
Target sequence (P14618 whole entry, looked up): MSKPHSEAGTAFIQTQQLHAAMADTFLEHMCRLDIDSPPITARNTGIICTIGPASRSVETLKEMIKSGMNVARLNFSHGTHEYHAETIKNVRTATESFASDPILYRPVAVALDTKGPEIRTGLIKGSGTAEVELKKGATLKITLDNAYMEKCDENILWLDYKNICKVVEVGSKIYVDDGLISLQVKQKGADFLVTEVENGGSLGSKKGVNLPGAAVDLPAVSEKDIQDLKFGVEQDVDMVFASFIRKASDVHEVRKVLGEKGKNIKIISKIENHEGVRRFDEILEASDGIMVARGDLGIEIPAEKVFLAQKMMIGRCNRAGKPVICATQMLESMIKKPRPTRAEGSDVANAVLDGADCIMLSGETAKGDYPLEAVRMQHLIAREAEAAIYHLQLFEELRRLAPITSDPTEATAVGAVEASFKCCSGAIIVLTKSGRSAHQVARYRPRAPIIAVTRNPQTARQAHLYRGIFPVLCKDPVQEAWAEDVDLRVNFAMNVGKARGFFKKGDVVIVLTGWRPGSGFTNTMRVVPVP
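hPK-M2, >95% pure; 0.1 mM ADP / 0.5 mM PEP final; imidazole pH7.2 buffer w/ 7 mM MgCl2, 50 mM KCl; 1 h RT; Kinase-Glo lum. Intermediate enzyme activity for dual inhibitor/activator qHTS.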
RORgamma inh = blocks mouse ROR gamma transcriptional activity. P51450. Drosophila S2 Gal4-RORgamma UAS-luciferase reporter, 20 h. Potency, µM (series often up to 53.6 µM), without a hit: top-dose activity change, negative = inhibition, hits mostly inhibitors. 310,000 tested, 5.4% active. AID 2551; also: potency is read from the fitted curve at half-maximal effect; % is scaled to controls: 0 for no effect and ±100 for the full control effect; nearly all actives have a fitted effect of over 60% in size
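Compounds are pin-transferred onto Drosophila Schneider cells expressing a copper-inducible Gal4–ROR gamma transactivation domain fusion. After 1 hr, copper sulfate is added to 700 uM final; luciferase is read 20 hr later.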
Starred values were filed as active, the others as inactive; u = inconclusive; x = no result given; & = joins results of further samples; [ ] = remark or other dose. Unless noted, calls follow the shape of the dose curve; as a rule, active = well fitted curve in the direction sought with a large enough effect; inconclusive = small, poorly fitted or top-dose-only effect, or another doubt; inactive = no such curve, though single readings can be large; an effect the other way counts as inactive or inconclusive. Only part of the results is shown. The share of hits here may be higher or lower than overall.

Codes – A = Menin-MLL TR inh; B = FLuc modulator; C = VP16 counter; D = NPC1 promoter act; E = ELG1 DNA repair; F = MBNL1 CUG block; G = Mito fusion yeast; H = Rab9 promoter act; I = KCNH2 3.1 inh; J = PKM2 act; K = RORgamma inh
> N/C(Cc1ccc(Cl)cc1)=N\OC(=O)Cc1ccc([N+](=O)[O-])cc1
  A = u	B = -2%	C = 3%	D = -8%	E = -10%	F = x	G = 8%	H = -12%	I = 5	J = -5%	K = 15%[10 µM]

> CCCN1CCC(=NNc2ccc(S(=O)(=O)N(CC)CC)cc2[N+](=O)[O-])CC1
  A = -2%	B = -2%	C = -13%	D = -25%	E = u	F = u	G = -1%	H = -12%	I = 10	J = 3%	K = 17%

> C=CCNC(=O)CC1Nc2c3ccccc3nc(=S)n2C1=O (centres undefined)
  A = -22%	B = 2%	C = -1%	D = -6%	E = -6%	F = 7%	G = 9%	H = 12%	I = -5	J = -1%	K = 1%

> CCC(C)Sc1cc(C(F)(F)F)c(C(=O)Nc2ccc(Cl)cc2)cn1 (centres undefined)
  A = x	B = 4%	C = -1%	D = -2%	E = -19%	F = x	G = -3%	H = -5%	I = 6	J = 0%	K = u

> CC12CCC(=O)N1C(C(=O)NNC(=O)c1ccc(Br)cc1)CS2 (centres undefined)
  A = x	B = 6%	C = x	D = 0%	E = 7%	F = x	G = -1%	H = 1%	I = -2	J = x	K = x

> CCc1c(C(=O)N2CCN(c3ccccc3F)CC2)[nH]c(C)c1C(C)=O
  A = -5%	B = 1%	C = 13%	D = -4%	E = -19%	F = -12%	G = 1%	H = 5%	I = -17	J = 10%	K = 0%

> COc1cc(OC)cc(C(=O)Nc2c(F)cccc2F)c1
  A = 3%	B = -11%	C = -18%	D = 2%	E = -6%	F = -9%	G = -4%	H = -1%	I = -8	J = -18%	K = u

> Cc1cc(C)cc(N(CC(=O)Nc2ccc(-c3nc4ccc(C)cc4s3)cc2)S(C)(=O)=O)c1
  A = 13%	B = 5.4µM*	C = -10%	D = u	E = u	F = x	G = 2%	H = u	I = -32	J = -6%	K = -16%

> CCc1ccccc1NC(=O)CSc1nc(C)c(C)o1
  A = x	B = 0%	C = -11%	D = -8%	E = -1%	F = -3%	G = -2%	H = 0%	I = -3	J = x	K = 4%

> CCOc1cc(S(=O)(=O)Nc2ccncc2)ccc1F
  A = 0%	B = 2%	C = x	D = 11%	E = 3%	F = 2%	G = 1%	H = 1%	I = 2	J = 1%	K = x

> COc1cccc(COC(=O)C2CCN(S(=O)(=O)c3cccs3)CC2)c1OC
  A = x	B = -2%	C = x	D = -1%	E = 8%	F = x	G = 17%	H = -5%	I = -9	J = x	K = x

> O=C(CN1CCOCC1)NN=C1CCCCCCCCCCC1
  A = 0%	B = -1%	C = -1%	D = -6%	E = 19%	F = -3%	G = -1%	H = -1%	I = -16	J = -9%	K = -8%

> Cc1ccc(C(=O)NC2CCCCC2)cc1S(=O)(=O)N1CCCC1
  A = 0%	B = u	C = 8%	D = 16%	E = u	F = -7%	G = -1%	H = 27%	I = 8	J = 0%	K = u

> CCOc1ccc(CC2c3cc(OCC)c(OCC)cc3CCN2C(=O)c2cc(OC)c(OC)c(OC)c2)cc1OCC (centres undefined)
  A = -16%	B = -1%	C = 2%	D = -6%	E = u	F = -9%	G = 9%	H = -3%	I = -16	J = -9%	K = u

> CNC[C@H](CC1CCCCC1)NC[C@H](CO)NCC1(c2ccccc2)CC1
  A = -16%	B = 13%	C = -8%	D = 2%	E = 6%	F = 3%	G = -9%	H = 3%	I = -8	J = -2%	K = -33%

Compound profiles, from the list above. Screens in order: Menin-MLL TR inh, FLuc modulator, VP16 counter, NPC1 promoter act, ELG1 DNA repair, MBNL1 CUG block, Mito fusion yeast, Rab9 promoter act, KCNH2 3.1 inh, PKM2 act, RORgamma inh
CCc1c(C(=O)N2CCN(c3ccccc3F)CC2)[nH]c(C)c1C(C)=O is listed with -5%, 1%, 13%, -4%, -19%, -12%, 1%, 5%, -17, 10%, 0%
CCOc1ccc(CC2c3cc(OCC)c(OCC)cc3CCN2C(=O)c2cc(OC)c(OC)c(OC)c2)cc1OCC (centres undefined) is listed with -16%, -1%, 2%, -6%, u, -9%, 9%, -3%, -16, -9%, u
CCCN1CCC(=NNc2ccc(S(=O)(=O)N(CC)CC)cc2[N+](=O)[O-])CC1 is listed with -2%, -2%, -13%, -25%, u, u, -1%, -12%, 10, 3%, 17%
O=C(CN1CCOCC1)NN=C1CCCCCCCCCCC1 is listed with 0%, -1%, -1%, -6%, 19%, -3%, -1%, -1%, -16, -9%, -8%
C=CCNC(=O)CC1Nc2c3ccccc3nc(=S)n2C1=O (centres undefined) is listed with -22%, 2%, -1%, -6%, -6%, 7%, 9%, 12%, -5, -1%, 1%

Continuation:
Codes – A = Menin-MLL TR inh; B = FLuc modulator; C = VP16 counter; D = NPC1 promoter act; E = ELG1 DNA repair; F = MBNL1 CUG block; G = Mito fusion yeast; H = Rab9 promoter act; I = KCNH2 3.1 inh; J = PKM2 act; K = RORgamma inh
> Cc1ccccc1NC(=O)c1cc2ccccc2o1
  A = 11%	B = 8.5µM*	C = 1%	D = 4µM*	E = u	F = -7%	G = 2%&5%	H = u	I = -6	J = -17%	K = -16%

> Cc1nc(-c2ccc(F)cc2)c(CC(=O)N(C)CC(=O)Nc2ccccc2Br)s1
  A = x	B = 2%	C = x	D = 0%	E = 11%	F = x	G = 5%	H = -4%	I = -1	J = x	K = x

> COC(=O)c1cc(NS(=O)(=O)c2ccc(NC(C)=O)cc2)cc(C(=O)OC)c1
  A = 7%	B = -1%	C = 11%	D = 1%	E = 6%	F = -11%	G = 0%	H = 2%	I = 1	J = -2%	K = 16%

> CCCCc1ccc(NC(=S)NCc2cccc(OC)c2)cc1
  A = 25%	B = -8%	C = 0%[10 µM]	D = 2%	E = -17%	F = -4%	G = 3%	H = 3%	I = x	J = -7%	K = 3.5µM*

> O=C(Nc1ccccc1Cl)N1CCCN(c2nc(-c3ccccc3)ns2)CC1
  A = x	B = 2%	C = -8%	D = -5%	E = u	F = -8%	G = 8%	H = -15%	I = -16	J = -2%	K = 23%
